Source: PubChem BioAssay
ALOX12 inh: Primary qHTS assay for inhibitors of human arachidonate 12S-lipoxygenase (ALOX12): Round 2; Polyunsaturated fatty acid lipoxygenase ALOX12 (Homo sapiens), P18054; purified 12hLO, xylenol orange hydroperoxide absorbance; Potency, µM (doses to about 108 µM), for the others: top-dose activity change, negative = inhibition, actives largely listed as inhibitors; hit rate 1.1% among 580,000; AID 1671190, 2021; also: potency is read from the fitted curve at half-maximal effect; % is scaled to controls: 0 for no effect and ±100 for the full control effect
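Purified human 12hLO (150 nM final) in 25 mM Hepes, 0.01% Triton X-100, pH 7.0 was preincubated 15 min at room temperature with compound. Then 40 uM arachidonic acid was added, 30 min. Hydroperoxide was read by Fe-XO absorbance ratio 573/405 nm.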
Pol kappa inh: qHTS for Inhibitors of Polymerase Kappa | DNA polymerase kappa (Homo sapiens), Q9UBT6 | purified Pol kappa, fluorescent DNA synthesis assay, 10 min | Potency, µM (highest dose often 107 µM), for inactives: top-dose activity, negative = inhibition, actives largely listed as inhibitors | hit rate 0.53% among 400,000 | AID 588579, 2011; also: potency is read from the fitted curve at half-maximal effect; % is scaled to controls: 0 for no effect and ±100 for the full control effect
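Fluorescent qHTS in 1536-well format: enzyme (10 nM) and compound sat 15 min at room temperature before 50 nM substrate (final) was added. Signal taken at 0 and 10 min; no-enzyme buffer wells were negative controls.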
APE1 inh: qHTS Assay for Inhibitors of the Human Apurinic/apyrimidinic Endonuclease 1 (APE1). DNA repair nuclease/redox regulator APEX1 (Homo sapiens), P27695. recombinant APE1, TAMRA/BHQ-2 abasic DNA cleavage fluorescence. Potency, µM (series often up to 65.8 µM), for the others: at the highest dose activity change, negative = inhibition, hits mostly inhibitors. hit rate 0.35% among 350,000. AID 2517, 2012;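 also: potency is read from the fitted curve at half-maximal effect; plate controls were vehicle for no effect and reference inhibitor for full effect; nearly all actives have a fitted effect of over 55% in size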
Target sequence (P27695 whole entry, looked up): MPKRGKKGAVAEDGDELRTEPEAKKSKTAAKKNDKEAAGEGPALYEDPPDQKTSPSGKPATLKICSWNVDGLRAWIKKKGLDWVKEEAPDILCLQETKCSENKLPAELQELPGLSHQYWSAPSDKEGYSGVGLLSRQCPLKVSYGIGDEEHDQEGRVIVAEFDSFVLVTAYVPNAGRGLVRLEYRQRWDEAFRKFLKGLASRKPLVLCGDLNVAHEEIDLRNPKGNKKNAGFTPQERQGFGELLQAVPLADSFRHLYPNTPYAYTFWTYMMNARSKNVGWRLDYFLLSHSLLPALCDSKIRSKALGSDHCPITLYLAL
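Activity was derived from the fluorescence gain between first and third kinetic reads (60 s intervals, ex 525/em 598 nm) after 50 nM THF-abasic TAMRA/BHQ-2 duplex was added to 0.75 nM APE1 preincubated 15 min with compound.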
ERG-DNA inh: qHTS for Small Molecule Inhibitors of the ERG Ets/DNA interaction; Transcriptional regulator ERG (Homo sapiens), P11308; fluorescence polarization, His-ERG Ets domain / labelled DNA; Potency, µM (series often up to 76.9 µM), for inactives: at the top dose FP activity, negative = inhibition, hits mostly inhibitors; hit rate 0.028% among 370,000; AID 624246, 2012; active = well fitted inhibition curve with a large enough effect in the polarisation, with a control signal flat; inconclusive = small, poorly fitted or top-dose-only effect, or effect the other way, or a change in a side signal; inactive = no such curve, though single readings can be large or run the other way; the % refers to the polarisation;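 also: polarization taken with two DNA probes labelled with fluorescein and Texas red; potency is read from the fitted curve at half-maximal effect; % of control where 0% means no effect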
Target sequence (P11308 whole entry, looked up, the tested form may be a part): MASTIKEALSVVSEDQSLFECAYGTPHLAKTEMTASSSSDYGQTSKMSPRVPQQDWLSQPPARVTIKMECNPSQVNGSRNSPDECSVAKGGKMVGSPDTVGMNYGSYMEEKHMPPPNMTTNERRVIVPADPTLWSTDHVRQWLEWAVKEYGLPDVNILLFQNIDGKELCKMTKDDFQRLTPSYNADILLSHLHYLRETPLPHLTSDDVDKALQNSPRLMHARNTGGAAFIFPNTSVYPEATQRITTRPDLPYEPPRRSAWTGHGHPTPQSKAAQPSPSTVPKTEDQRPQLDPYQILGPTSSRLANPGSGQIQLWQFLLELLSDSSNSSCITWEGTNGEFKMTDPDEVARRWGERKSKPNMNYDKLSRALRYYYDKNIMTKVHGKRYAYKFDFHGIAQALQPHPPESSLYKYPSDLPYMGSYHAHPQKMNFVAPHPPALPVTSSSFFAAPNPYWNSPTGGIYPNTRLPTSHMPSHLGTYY
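His-tagged ERG Ets domain (1 uM in the protein solution; 300mM KCl, 50mM Tris-HCl, 1mM EDTA, 1mM DTT, pH 7.5) received compound, then a probe mix of 5 nM fluorescein-DNA and 100nM Texas-615-DNA. Fluorescence polarization was read for both dyes.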
Anesthetic bind: qHTS Assay for Identification of Novel General Anesthetics; Ferritin light chain (Equus caballus), P02791; apoferritin/1-aminoanthracene competitive binding, fluorescence; AID 485281, 2010; Potency, µM (titrated, usually from 77.5 µM), for inactives: at the top dose activity change, negative = displacement, hits mostly inhibitors; hit rate 0.074% among 350,000; also: potency is read from the fitted curve at half-maximal effect; % is scaled to controls: 0 for no effect and ±100 for the full control effect; nearly all actives have a fitted effect of over 20% in size
Target sequence (P02791 2-175 limits assumed): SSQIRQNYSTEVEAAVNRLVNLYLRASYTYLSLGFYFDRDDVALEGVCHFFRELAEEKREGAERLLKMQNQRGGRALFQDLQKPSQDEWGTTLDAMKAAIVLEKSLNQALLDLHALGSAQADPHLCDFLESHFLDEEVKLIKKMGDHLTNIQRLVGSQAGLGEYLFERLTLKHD
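Concentration-response curves derived by four-parameter Hill fitting of normalized fluorescence, where compounds displaced 1-AMA from 10 uM horse apoferritin following a brief 10 min room-temperature incubation; propofol titration acted as positive control.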
Pol beta inh: qHTS Assay for Inhibitors of DNA Polymerase Beta; Pol beta primer extension/strand displacement, fluorescence kinetic; Potency, µM (doses to about 114 µM), for inactives: at the highest dose activity change, negative = inhibition, actives largely listed as inhibitors; hit rate 1.3% among 340,000; also: potency is read from the fitted curve at half-maximal effect; % is scaled to controls: 0 for no effect and ±100 for the full control effect
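Reaction started by 50 nM substrate onto compound-treated Pol beta (10 nM, 15 min preincubation, room temperature); plates read at 0 min and 10 min. Normalized concentration-effect data fitted by four-parameter Hill equation.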
RGS4 inh: Inhibitors of Regulator of G Protein Signaling (RGS) 4: qHTS; Transcreener GDP fluorescence polarization, RGS4-accelerated GTP hydrolysis; hit rate 0.039% among 390,000; Potency, µM (titrated, usually from 114 µM), without a hit: at the highest dose activity change, negative = inhibition, usual class: inhibitors; AID 504845, 2011; also: potency is read from the fitted curve at half-maximal effect; % is scaled to controls: 0 for no effect and ±100 for the full control effect; nearly all actives have a fitted effect of over 75% in size; some results filed as inactive show a strong effect at the top dose
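MLSMR compounds (23 nl, pin-transferred) preincubated 10 min at room temperature with a 500nM (2x) first reagent, then RGS4 at 900nM (2x) plus Transcreener GDP mix added; fluorescence polarization (620/688 nm) read before and after 90 min at 30 °C.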
Pol eta inh: qHTS for Inhibitors of Polymerase Eta; DNA polymerase eta (Homo sapiens), Q9Y253; recombinant Pol eta, fluorescent DNA replication assay; Potency, µM (doses to about 114 µM), inactives show at the top dose activity change, negative = inhibition, most hits filed as inhibitors; hit rate 1.2% among 390,000; AID 588591, 2011; also: potency is read from the fitted curve at half-maximal effect; % is scaled to controls: 0 for no effect and ±100 for the full control effect
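Pol eta at 10 nM preincubated with compounds 15 min at room temperature; reaction started with fluorescent substrate (50 nM final) and read kinetically at 0 and 10 min.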
LDHA inh: qHTS assay for inhibitors of human lactate dehydrogenase. L-lactate dehydrogenase A chain (Homo sapiens), P00338. purified LDHA, NADH/diaphorase-resazurin fluorescence; stronger effect = lower value. activity change, % (values are at about 110 or 230 µM). hit rate 0.15% among 480,000. AID 1347041, 2019; in the data active = activity change below about -30%; inconclusive = mostly about -25% to -30%;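 also: plate controls were DMSO wells for no effect and wells without enzyme for full effect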
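LDH5 2 nM; NADH 0.06 mM, pyruvate 0.2 mM; 200 mM Tris pH 7.4, EDTA, Tween-20; 5 min RT. Detection: diaphorase 0.133 mg/mL + resazurin 37 µM, fluorescence ex540/em590 at 0 and 20 min; normalized to enzyme-free and DMSO wells.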
The depositor's hits bear a star; u = inconclusive; x = not tested or not shown; [ ] = remark or other dose. Unless noted, calls follow the shape of the dose curve; as a rule, active = well fitted curve in the direction sought with a large enough effect; inconclusive = small, poorly fitted or top-dose-only effect, or another doubt; inactive = no such curve, though single readings can be large; an effect the other way counts as inactive or inconclusive. Only part of the results is shown, so the mix of outcomes need not match the whole.

smiles	ALOX12 inh	Pol kappa inh	APE1 inh	ERG-DNA inh	Anesthetic bind	Pol beta inh	RGS4 inh	Pol eta inh	LDHA inh
CCOC(=O)C1(Cc2cccc(OC)c2)CCCN(C(=O)c2cc(C)oc2C)C1 (centres undefined)	-22%	-5%	0%	-3%	-2%	3%	-28%	-19%	0
Cc1ccc(S(=O)(=O)N2CCn3cccc3C2C)cc1 (centres undefined)	-2%	-20%	2%	x	x	x	17%	-7%	-2
CCCCN(C(=O)CN1C(=O)C2CCCCC2C1=O)c1c(N)n(CCCC)c(=O)[nH]c1=O (centres undefined)	-9%	6%	-8%	1%	x	x	9%	-1%	-13
COc1cc(/C=C/c2onc(C)c2[N+](=O)[O-])cc(OC)c1OC	166%[activator]	1%	x	-2%	x	x	-16%	-15%	-5
COC(=O)c1c(C)sc(-c2c(-c3cccc(Cl)c3)[nH]c3c2c(=O)[nH]c(=O)n3C)c1O	u	-21%	x	u	u	-19%	-7%	x	2
O=C(CSc1nc2c(cnn2-c2ccc(F)cc2)c(=O)[nH]1)N1CCCc2ccccc21	0%	-5%	-8%	-1%	-23%	0%	22%	0%	-12
CCc1sc2nc(SCC(=O)Nc3cc(C)on3)n(-c3cccc(OC)c3)c(=O)c2c1C	131%[activator]	-13%	-10%	-15%	-15%	u	6%	-6%	-8
COC(=O)C1=C(C)N(c2ccc(OC)c(OC)c2)C(=O)C1	-14%	-5%	0%	x	-8%	-2%	-17%	-9%	5
CC[C@@H](C)[C@H](NC(=O)Cc1c(C)c2c(cc(C)c3c(C)coc32)oc1=O)C(=O)O	0%	-16%	16%	1%	66%[activator]	9%	25%	17%	1
CCNC(=O)OCC12CC3CC(CC(C3)C1)C2	-2%	-3%	7%	x	u	-3%	-51%	-6%	-8
CCc1ccc(NC(=O)NCC2CCN(c3ccc(OC)cc3)C2)cc1 (centres undefined)	-8%	-15%	3%	-8%	-7%	1%	-35%	-11%	2
Cc1cc(C)cc(C(=O)N2CCN=C2SCc2ccc([N+](=O)[O-])cc2)c1	-24%	-5%	3%	-1%	u	0%	0%	-5%	-9
CCOc1ccc(/C=N/NC(=O)c2ccoc2C)cc1OC	1%	-11%	57%[activator]	-4%	1%	0%	-4%	-16%	-7
CC(=O)Nc1ccc(S(=O)(=O)Nc2ccccc2C(=O)N2CCCCCC2)cc1	-1%	-7%	44%[activator]	-1%	-4%	41%	7%	-19%	-13
CC(Sc1ccccc1)C(=O)N1CCN(S(=O)(=O)c2ccccc2F)CC1 (centres undefined)	0%	1%	-9%	5%	1%	27%	-29%	-15%	-1
O=C(COC(=O)c1ccccc1O)NCC1COc2ccccc2O1 (centres undefined)	13%	-12%	-8%	x	x	x	-31%	-7%	-20
CCCc1nc2oc3c(NCc4ccccn4)ncnc3c2c2c1COC(C)(C)C2	-18%	1%	1%	2%	-1%	28%	1%[11.4 µM]	u	-1
COc1cc(CO)cc(Br)c1OCC(=O)O	u	13%	-9%	19%	-15%	20%	u	0%	3
CN(C(=O)COC(=O)COc1ccc2c(c1)CCC2)c1c(N)n(Cc2ccccc2)c(=O)[nH]c1=O	0%	-6%	-18%	8%	x	x	-9%	2%	-5
C=CC[C@H](CC(=O)N[C@H](CO)Cc1ccccc1)C(=O)N[C@H](COC(=O)[C@@H](CC=C)Cc1ccc(F)cc1)Cc1c[nH]c2ccccc12	x	-4%	x	-2%	x	x	-2%	-18%	-6
COc1cc2ccccc2cc1C(=O)N1CC(C)CC(C)C1 (centres undefined)	-5%	-10%	5%	12%	u	5%	26%	0%	-1
C=CCN(c1ccccc1Cl)S(=O)(=O)c1cccc(C(=O)OCC(=O)N(C)C2CCS(=O)(=O)C2)c1 (centres undefined)	-2%	-8%	14%	2%	-12%	30%	-16%	-1%	-4
Cc1ccc[n+](C(C)C(=O)Nc2ccc([N+](=O)[O-])cc2C)c1 (centres undefined)	6%	3%	-7%	-10%	-4%	2%	-14%	-2%	-2
Cc1ccc(NC(=O)COC(=O)c2ccc(OC(F)F)cc2)cc1S(=O)(=O)N1CCCCC1	11%	-10%	x	-2%	x	x	14%	-3%	-5
Nc1nc2ccccc2cc1-c1cccs1	-26%	-3%	-4%	-3%	-9%	-2%	-8%	-20%	-13
O=C(COC(=O)Cc1ccsc1)NC(c1ccccc1)c1ccccc1	-18%	-17%	5%	-3%	-12%	-2%	-19%	-7%	-10
COc1cc(/C=C/C(=O)OCC(=O)N(C)Cc2ccccc2)cc(OC)c1OC	-20%	-12%	-10%	0%	x	x	5%	-6%	-6
CCOc1ccc(S(=O)(=O)N2CCCCC2)cc1NC(=O)C1CCC1	2%	-1%	-9%	-10%	x	x	4%	-7%	-10
Cc1cc(O)c(C(C[N+](=O)[O-])c2ccc(Cl)cc2)c(=O)o1 (centres undefined)	u	-1%	13%	5%	-10%	30%	-14%	-9%	4
CC(C)Oc1ccc(S(=O)(=O)N2CCOCC2)cc1NC(=O)C1=COCCO1	11%	3%	4%	x	x	x	7%	-8%	-8
Cc1ccccc1-c1noc(-c2ccc(NCC3CCCO3)c([N+](=O)[O-])c2)n1 (centres undefined)	-10%	-9%	x	1%	-13%	1%	4%	-17%	-4
CCOC(=O)C1=C(COC(=O)c2ccccc2[N+](=O)[O-])NC(=O)NC1C (centres undefined)	-5%	-27%	15%	-1%	x	x	-1%	-16%	-2
CCCN(CCC)CCCNC(=O)CCNS(=O)(=O)c1ccc(Br)cc1	-6%	-12%	13%	-3%	-3%	38%	4%	0%	-7
CC(=O)Nc1sc(C)c(C)c1C(=O)OCC(=O)NCc1ccccc1	-5%	-14%	-7%	-20%	x	x	10%	-13%	-8
Cn1c(=NC(=O)c2ccco2)sc2cccc(F)c21	0%	-5%	-11%	2%	-10%	2%	6%	4%	0
CN(Cc1ccccc1)C(=S)NC(=O)c1ccccc1	-21%	0%	0%	-3%	-17%	-4%	-20%	-15%	-5
COc1ccc(Cl)cc1/C=C1/C(=O)ON=C1C	32µM*	-3%	10%	8%	-3%	15%	3%[56.9 µM]	-1%	-8
Cc1cc(NC(=O)C2CCN(S(=O)(=O)c3ccc(Br)s3)CC2)ccc1Br	-27%	3%	x	-2%	-14%	11%	-10%	-14%	-10
CCC1=NN(C(=O)COc2ccccc2)C(O)(c2ccc(Br)cc2)C1 (centres undefined)	-12%	-1%	2%	-3%	-22%	-1%	24%	-22%	-1
COc1cc([N+](=O)[O-])ccc1NC(=O)Cc1ccc(C)cc1	-2%	3%	-2%	-8%	u	15%	2%	-10%	-2
Cc1cccc(NS(=O)(=O)c2ccc3oc(=O)c4ncn(C)c4c3c2)c1C	-18%	-22%	x	-3%	47%[activator]	u	24%	5%	-4
CCc1ccc(NC(=O)c2ccc3c(c2)nnn3CC)cc1	-20%	-9%	x	-1%	-10%	-2%	-13%	1%	-8
COc1ccc(N(CC(=O)N2CCN(Cc3ccccc3)CC2)S(C)(=O)=O)cc1Cl	10%	-8%	5%	-3%	-3%	42%	34%	-21%	-4
Cc1ccc(NC(=O)c2cncc(Br)c2)cc1S(=O)(=O)N(C)C	-6%	1%	3%	-4%	-16%	-26%	u	-17%	-1
C/C(=N\Nc1ccc(C(F)(F)F)cc1[N+](=O)[O-])C1CC1	2%	-1%	16%	x	-1%	48%	-44%	-18%	1
CC(=O)O[C@H]1C(=O)[C@@]2(C)C([C@H](OC(=O)c3ccccc3)[C@]3(O)C[C@H](OC(=O)[C@H](O)[C@@H](NC(=O)c4ccccc4)c4ccccc4)C(C)=C1C3(C)C)[C@]1(OC(C)=O)CO[C@@H]1C[C@H]2O (some centres undefined)	19%	4%	-3%	2%	-15%	23%	-5%	-22%	-2
CC1CCC/C(=N\NS(=O)(=O)c2ccccc2)C1 (centres undefined)	-8%	0%	-4%	-3%	-6%	51%[activator]	21%[11.4 µM]	34%[activator]	-8
COc1ccc(-c2n[nH]c(=S)o2)c(OC)c1	u	-13%	6%	-7%	-2%	27%	18%	-6%	3
Cc1ccn2c(=O)nc(SCC(=O)NCc3ccc(F)cc3)nc2c1	u	-27%	-13%	0%	x	x	-47%	28µM*	1
